High-throughput results: PubChem, Sanford-Burnham Center for Chemical Genomics
Hsp70 inhibitors = Hsp70 inhibitors, probe displacement, primary screen, biochemical, fluorescence polarization (AID 583) | Hsp70 fluorescence polarization probe displacement, mP; higher % means a stronger effect | displacement, % at 20 µM; hits with a dose series show IC50 in µM | 0.06% of 140,000 active; in the data active = displacement above about 50%;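 also: plate controls were vehicle for no effect and reference ligand for full effect; a part of the inactive calls stands beside numbers as strong as those of hits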
Rat MKP-3 inhibitors = MKP-3 phosphatase inhibitors, primary screen, biochemical, rat enzyme, in vitro (AID 425); 0.17% of 110,000 active; one-dose inhibition, % at 20 µM; IC50 in µM for titrated hits; recombinant MKP-3 phosphatase activity, fluorescence; higher % means a stronger effect; in the data active = inhibition above about 50%;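 also: plate controls were vehicle for no effect and reference inhibitor for full effect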
Numbers without * were called inactive; . = no result given; & = joins results of further samples. This is a subset (hit frequency here may not be typical).

canonical_smiles,Hsp70 inhibitors,Rat MKP-3 inhibitors
Cc1cnc(C(=O)Nc2cccc3ncccc23)cn1,-3.1%,1%
CCOC(=O)c1cnn(-c2ccccc2)c1NC(=O)c1ccc(C)cc1,1.6%&2.3%,-1%
CC(Oc1ccc(Cl)cc1Cl)C(=O)Nc1ccncc1 (stereo not given),2.1%,3%
O=[N+]([O-])c1ccc(N2CCN(S(=O)(=O)c3ccc4ccccc4c3)CC2)cc1,4.5%,2%
O=C(NN=C1CCN(Cc2ccccc2)CC1)c1sc2ccccc2c1Cl,4.2%,0%
CCOC(=O)C1=C(O)/C(=C/c2cn(CC(=O)N3CCCC3)c3ccccc23)SC1=Nc1ccccc1,-7.2%,.
O=C(CSc1nnc(-c2cccs2)n1-c1ccccc1)NCc1ccc2c(c1)OCO2,-0.8%,-10%
CCOc1ccc(Cl)cc1S(=O)(=O)N1CCN(c2ccc(F)cc2)CC1,8.2%,-6%
O=C(Cn1nnc2ccccc21)OCC(=O)c1ccccc1,-1.0%,.
CC1(C)CNC(=O)CC(C)(C)N1O,4.2%,-8%
CC1=C(C(=O)OCCOc2ccccc2)C(c2ccc(C(C)C)cc2)C2=C(CCCC2=O)N1 (stereo not given),-0.2%,5%
O=C(Nc1cnn(Cc2ccccc2)c1)c1cc2nc(-c3ccco3)cc(C(F)(F)F)n2n1,3.7%,0%
COc1ccc(C)cc1S(=O)(=O)N(C)CC(=O)NCc1ccco1,2.2%,-6%
NC(=O)c1ccccc1N/C=C/C(=O)c1ccc(Cl)cc1,-2.4%,.
CSCC[C@H](NC(=O)CC(C)(C)C)c1nc2ccccc2[nH]1,-2.8%,.
O=C(Nc1ccc(S(=O)(=O)NC2CCCC2)cc1)c1cnccn1,5.1%,-6%
COc1cc(/C=C2/SC(=S)N(CCC(=O)Nc3ccc(C(C)=O)cc3)C2=O)cc(OC)c1OC,-1.0%,21%
O=C(COc1ccccc1)Nc1ccc2c(c1)nc1n2CCOC1,4.0%,-4%
O=c1c2c3nc4ccccc4nc3n(-c3ccc4c(c3)OCCO4)c2ncn1CC1CCCO1 (stereo not given),-5.6%,0%
CCOC(=O)c1ccccc1NC(=O)CN(c1ccc(OCC)cc1)S(=O)(=O)c1ccc(SC)cc1,1.1%,-3%

4 entries out of the list, sorted by number of heavy atoms, descending.
canonical_smiles,Hsp70 inhibitors,Rat MKP-3 inhibitors
CC1=C(C(=O)OCCOc2ccccc2)C(c2ccc(C(C)C)cc2)C2=C(CCCC2=O)N1 (stereo not given),-0.2%,5%
O=C(NN=C1CCN(Cc2ccccc2)CC1)c1sc2ccccc2c1Cl,4.2%,0%
O=C(COc1ccccc1)Nc1ccc2c(c1)nc1n2CCOC1,4.0%,-4%
CC(Oc1ccc(Cl)cc1Cl)C(=O)Nc1ccncc1 (stereo not given),2.1%,3%

New compounds follow:
canonical_smiles,Hsp70 inhibitors,Rat MKP-3 inhibitors
Cc1ccc(/C=N/NC(=O)Cn2nccc2C)o1,2.3%,.
CN(C)CCN1C(=O)C(=O)/C(=C(/O)c2ccc(F)cc2)C1c1ccccc1 (stereo not given),-0.8%,-6%
c1ccc2c(-c3csc(N4CCOCC4)n3)cccc2c1,0.2%,-1%
CC(C)COP(=O)(c1ccc(N(C)C)cc1)C(O)c1ccccn1 (stereo not given),0.7%,-2%
COc1ccc(-c2nnc(SCC(=O)Nc3cc(C)on3)n2N)cc1OC,-2.5%,-15%
Nc1nc2n(n1)C(c1ccccc1)CC(c1ccc(F)cc1)N2 (stereo not given),1.8%,-10%
Cc1cccc(NS(=O)(=O)c2ccc(C)c(C(=O)OCC(=O)Nc3cc(C)on3)c2)c1,6.2%,0%
COc1cccc(NC(=O)C(=O)N/N=C/c2ccccc2OC)c1,-1.1%,1%
Fc1ccc(C2=NN(c3ccccc3)C(c3ccco3)C2)cc1 (stereo not given),0.4%,0%
CCCC(C(=O)c1ccccc1)n1cncn1 (stereo not given),-7.2%,-8%
CC(=O)Nc1ccc(S(=O)(=O)Nn2cnnc2)cc1,0.2%,-3%
CCS(=O)(=O)N1CCN(C(=O)c2cccnc2)CC1,.,-2%
COc1ccc2c(c1)nc(N)n2Cc1ccccc1,0.4%,-10%
Cc1ccc(N(CC(=O)Nc2cccc(N(C)S(C)(=O)=O)c2)S(C)(=O)=O)cc1,1.2%,.
O=C(NCc1ccco1)c1ccc(Cn2c(=O)c3ccccc3n(Cc3ccc(Cl)cc3)c2=O)cc1,3.9%,.
COc1ccc(-n2nnnc2SCC#CCO)cc1,-1.5%,-5%
COc1ccc(C(=O)CSc2nc(C)cc(C)n2)cc1,1.0%,3%
Cc1ccccc1-n1c(=O)cc(N2CCN(Cc3ccccc3)CC2)[nH]c1=O,-1.7%,-9%
Cc1ccc(S(=O)(=O)c2c(C)nn(C(C)(C)C)c2OC(=O)C2CCCC2)cc1,-2.0%,0%
CC1CC(C)CN(CCOc2ccc(Cl)cc2Cl)C1 (stereo not given),0.4%,.

Rewritten with the structure last: part of the list above.
Hsp70 inhibitors	Rat MKP-3 inhibitors	canonical_smiles
-0.8%	-6%	CN(C)CCN1C(=O)C(=O)/C(=C(/O)c2ccc(F)cc2)C1c1ccccc1 (stereo not given)
0.4%	0%	Fc1ccc(C2=NN(c3ccccc3)C(c3ccco3)C2)cc1 (stereo not given)
0.2%	-1%	c1ccc2c(-c3csc(N4CCOCC4)n3)cccc2c1

Next structures follow.
canonical_smiles,Hsp70 inhibitors,Rat MKP-3 inhibitors
COc1ccc(-c2nncnn2)cc1,15%,.
CCOC(=O)C1CCCN(c2c(NCC3CCCO3)c(=O)c2=O)C1 (stereo not given),-4.0%,1%
Nn1nnnc1Nc1cccc2ccccc12,1.1%,3%
Cc1ccc2cc(-c3noc(C(C)(C)C)n3)c(=O)[nH]c2c1,-3.6%,1%
CCOC(=O)c1c(C)c(C(=O)NCCOC)c(C)n1CC,3.0%,4%
Cc1ccc(OCC(=O)Nc2ccc(-c3nc4ncccc4o3)cc2)c(C)c1,-5.3%&-3.1%,6%&6%
CCCN(CCC)S(=O)(=O)c1ccc(C(=O)Nc2ccc(OCC(=O)N3CCOCC3)cc2)cc1,-2.7%,.
CCCC(=O)Nc1ccc(NC(=O)COc2ccc(Cl)cc2Cl)cc1,-2.9%,5%
CCOCCn1c(SCc2ccc(F)cc2)nc2c1c(=O)[nH]c(=O)n2C,2.3%,4%
O=C(O)CCSCCC(=O)O,6.3%,-2%
Cc1ccccc1Nc1nc(N)nc(CN(C)c2ccccc2)n1,1.2%,-9%
CCOc1cc(C#N)c(NC(=O)Cn2nnc3ccccc32)cc1OCC,-2.6%,-6%
CCOC(=O)N1CCN(C(=O)CSc2nnc(-c3cccc(OC)c3)o2)CC1,-2.8%,-7%
COc1cc(/C=C2/SC(=S)N(C)C2=O)ccc1OC(=O)c1ccco1,-0.4%,-4%
O=C(CN1CCNCC1)Nc1ccccc1Cl,4.9%,-6%
O=C(c1ccccc1)C(CCC(CN1CCOCC1)C(=O)c1ccccc1)CN1CCOCC1 (stereo not given),2.7%,-15%
CC/C(=C\C(=O)c1ccncc1)Nc1ccc(O)cc1,-2.4%,-8%
COc1ccccc1C(=O)Nc1nc(-c2ccccc2)c(C)s1,2.8%,1%
Cc1ccc(/C(N)=N/OC(=O)COc2ccccc2C)cc1,-2.3%,-1%
COC(=O)Nc1ccc(S(=O)(=O)N2CCCC(C(=O)Nc3cccnc3)C2)cc1 (stereo not given),3.0%,.
O=C(c1ccccc1C(F)(F)F)N1CCOCC1,-5.3%,-2%
Nc1nc(-c2ccc3c(c2)OCO3)cs1,1.7%,4%
Cc1cc(C(=O)CSCc2nnc3n(CCC(C)C)c(=O)c4ccccc4n23)c(C)n1C,0.1%,-1%
COCCCNC(=O)CN(c1ccc(OC)cc1OC)S(=O)(=O)c1ccc(C)cc1,6.1%,-4%
Cc1cc(C)c(C(=O)/C(=C/c2ccco2)c2ccccc2)c(=O)[nH]1,6.1%,-2%
COc1cccc(-n2nnc3c(=O)n(CC(=O)N4CCC(C)CC4)cnc32)c1,1.6%,.
CCCC(=O)N1c2ccccc2C(N(C(C)=O)c2ccccc2)CC1C (stereo not given),1.3%,.
CCCCN(C)CCn1c(=S)[nH]c2ccc(N3CCOCC3)cc2c1=O,-4.5%,-1%
Cc1ccc(N(C)C(=O)N2CCN(S(=O)(=O)c3ccc4ccccc4c3)CC2)cc1,4.4%,.
O=C(Cc1csc(-c2ccccc2)n1)Nc1ccc(Br)cc1,4.3%,-6%
Cc1ccc(Cl)cc1N1CCN(C(=O)Cc2cn(C)c3ccccc23)CC1,-3.3%,.
COc1ccc(C(=O)Nc2ccc3oc(-c4ccccc4Cl)nc3c2)cc1Br,-6.6%,1%
O=C(O)c1cccc(-c2nnn(Cc3ccccc3)n2)c1,0.8%,.
COc1ccccc1NS(=O)(=O)c1ccc(Cl)c([N+](=O)[O-])c1,1.2%,2%
CC(C)(C)C1CCc2c(sc(NC(=O)C3CCCCC3C(=O)O)c2C(N)=O)C1 (stereo not given),-3.0%,1%
Cc1ccc(NC(=O)C2CCN(C(=O)NC3CCCCC3)CC2)c(C)c1,-4.8%,.
CCn1c(CNc2ccc(F)cc2)nnc1SCC(=O)N1CCCc2ccccc21,-0.7%,-16%
Cc1cc(C)cc(-n2nnc(C(=O)NCc3ccccc3)c2N)c1,1.5%,8%
CCOC(=O)c1ccoc1CSCC(=O)N1CCN(S(=O)(=O)c2ccc(C)cc2)CC1,-3.3%,-10%
COc1ccc(S(=O)(=O)N2CCC(C(=O)NCc3ccccn3)CC2)cc1OC,8.9%,.
CC(=O)NC(=S)c1c(N)n(Cc2ccccc2)c(=O)n(C)c1=O,-5.9%,-4%
Cn1c(=O)[nH]c(=O)c2c1nc(Br)n2CC(O)COCc1ccccc1 (stereo not given),4.2%,-3%
CCC(=O)Oc1ccc(C2N(C(=O)CC)CCN2S(=O)(=O)c2ccc(C)cc2)cc1OC (stereo not given),0.8%,-10%
CC1CCN(C(=O)CSc2ccc3nnc(-c4ccccc4)n3n2)CC1,1.2%,5%
COc1ccccc1-c1nnc(NC(=O)c2ccc(F)cc2)s1,1.9%,1%
COc1ccc(CC(=O)Nc2ccccc2C(F)(F)F)cc1,-2.0%,-2%
Cc1cc(C)n(-c2nc3c(c(=O)n(C)c(=O)n3C)n2C)n1,2.2%,-10%
Cc1oc(-c2ccccc2F)nc1CS(=O)(=O)CC(=O)N1CCc2ccccc21,5.1%,-20%
CN1CCc2c(sc3c2c(=O)n(-c2ccccc2)c2nnc(SCc4ccccc4)n32)C1,3.6%,-2%
O=S(=O)(O/N=C1\CCCc2ccccc21)c1ccc(Cl)cc1,-1.0%,.
Cc1c(-c2nn(C)c(=O)c3ccccc23)oc2ccc(F)cc2c1=O,4.1%,8%
Oc1c(I)cc(Cl)c2cccnc12,0.3%,-8%
Cc1cc(C)cc(N2C(=O)C3CC=CCC3C2=O)c1 (stereo not given),2.4%,-6%
O=C(Nc1nccs1)C1(c2ccccc2)CC1(Cl)Cl (stereo not given),5.2%,0%
CC1CCc2c(sc(N)c2C(=O)Nc2cccc(Cl)c2)C1 (stereo not given),-2.4%,-1%
CCOC(=O)c1ccc(-n2nc(C(F)(F)F)c3c(C)cc(=O)oc32)cc1,-4.0%,.
COc1ccc(C(=O)N/C(=C\c2ccc(-c3cccc([N+](=O)[O-])c3)o2)C(=O)NCc2ccco2)cc1,-5.3%,1%
O=C(CCn1c(=O)[nH]c2ccsc2c1=O)N1CC(=O)N(CCc2ccccc2)C(=O)C1,5.9%,-2%
O=P(O)(c1ccc(Cl)cc1)c1ccc(Cl)cc1,14%&4.8%,-13%&4%
CCOc1ccc(C2Sc3ccccc3NC3=C2C(=O)OC3)cc1 (stereo not given),5.3%,.

Other entries.
canonical_smiles,Hsp70 inhibitors,Rat MKP-3 inhibitors
CNC(=O)c1ccc(-c2ccc(F)cc2)s1,4.4%,.
Cc1ccc(Cn2c(NCCCn3ccnc3)nc3c2c(=O)n(C)c(=O)n3C)cc1,7.7%,1%
O=C(Nc1ccc2c(c1)oc1ccccc12)c1ccc(Br)o1,-0.1%&0.0%,-6%&2%
COc1ccc(Cc2nnc(SC)[nH]c2=O)cc1,-2.6%,.
COc1cc(CNc2ccc(Br)c(C)c2)cc(OC)c1,-0.5%,2%
COCCN1C(=O)c2oc3ccccc3c(=O)c2C1c1ccc(C(=O)OC)cc1 (stereo not given),1.8%,-2%
O=C(Nc1ccc(Cl)c(C(F)(F)F)c1)C(c1ccccc1)c1ccccc1,1.0%,4%
COc1ccc(OC)c(C2SCCN2S(=O)(=O)c2cccc(C(F)(F)F)c2)c1 (stereo not given),1.4%,0%
N/C(Cc1ccc(Cl)cc1)=N\OC(=O)/C=C/c1ccccc1,-3.0%,3%
Cc1ccc(S(=O)(=O)Cc2ccc(C(=O)O)o2)cc1,23%,.
CCCOC(=O)C1=C(C)NC(=O)NC1c1ccccc1Cl (stereo not given),3.7%,0%
CN(C)c1ccc(/C=N/NC(=O)C(=O)N/N=C/c2ccc(N(C)C)cc2)cc1,-1.1%,-6%
S=C(NN=C(C1CC1)C1CC1)Nc1ccccc1,-1.2%,.
Nc1nnc(SC2CC(=O)N(c3ccccc3)C2=O)s1 (stereo not given),1.1%,.
COC(=O)c1cc(S(=O)(=O)Nc2ccc(NC(=O)c3ccccc3)cc2)ccc1Cl,-4.9%,0%
CC(C)C(=O)Nc1ccc(NC(=O)c2ccco2)cn1,-1.3%,-15%
O=C1c2ccc(-c3nc4ccccc4c(=O)o3)cc2C(=O)N1C1CCCCC1,-2.5%,4%
